CCT chaperon mod = High-Throughput Screening for Modulators of Cytosolic Chaperonin Activity | purified chaperonin ATPase assay, HTRF ADP detection, 30 min | activity change, % (no concentration beside the values), hits read low | 360,000 tested, 0.3% active | AID 651819, 2012; in the data active means activity change below about -30%; further: on the % scale 0 is the no-effect control and ±100 the full control effect
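TRiC at 40 or 20 nM final (batch-dependent) in 30 mM Tris pH 7.4, 100 mM KCl, 5 mM MgCl2, 1 mM DTT, with compound at single 76 uM and 10 uM ATP, 30 min at 37 deg C. ADP detected by HTRF Transcreener, 665/615 ratio.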
PTHR1 ag = qHTS for PTHR1 Agonists: Primary Screen | 410,000 tested, 0.075% active | HEK293 GP2 PTHR1 cells, GloSensor cAMP luminescence, 1 h | Parathyroid hormone/parathyroid hormone-related peptide receptor (Homo sapiens), Q03431 | Potency, µM (top dose mostly 115 µM), without a hit: at the highest dose activation, most hits filed as activators; further: potency means the concentration at half of the fitted maximal effect; nearly all actives have a fitted effect of over 55% in size; some results filed as inactive show a strong effect at the top dose; inactives centre near -15; many of its hits are not listed in these tables
Target sequence (Q03431 whole entry, looked up): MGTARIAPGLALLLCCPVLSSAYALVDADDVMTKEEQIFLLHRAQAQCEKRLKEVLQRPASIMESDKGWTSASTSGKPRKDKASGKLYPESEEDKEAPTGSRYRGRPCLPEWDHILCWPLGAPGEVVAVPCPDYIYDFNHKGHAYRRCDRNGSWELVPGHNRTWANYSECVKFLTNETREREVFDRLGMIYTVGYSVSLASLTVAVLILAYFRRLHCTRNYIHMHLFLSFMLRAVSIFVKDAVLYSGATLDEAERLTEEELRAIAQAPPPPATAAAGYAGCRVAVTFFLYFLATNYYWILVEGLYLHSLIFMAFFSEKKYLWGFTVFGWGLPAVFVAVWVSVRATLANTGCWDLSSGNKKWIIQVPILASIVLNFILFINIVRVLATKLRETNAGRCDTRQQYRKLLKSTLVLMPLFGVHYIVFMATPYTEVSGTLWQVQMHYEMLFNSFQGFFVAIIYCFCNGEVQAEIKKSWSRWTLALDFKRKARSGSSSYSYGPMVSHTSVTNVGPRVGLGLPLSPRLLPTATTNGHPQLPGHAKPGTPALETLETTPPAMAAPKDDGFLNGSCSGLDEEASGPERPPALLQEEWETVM
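HEK-293-derived GP2 cells expressing PTHR1 and a GloSensor cAMP reporter, 3,000/well, plated overnight, given luciferin plus IBMX (each 0.5 mM as added) for 1 h at 37 °C, then compound for 1 h at 37 °C. Luminescence was read after 15 min at room temperature.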
EPAC2 ag = qHTS for Agonist of cAMP-regulated guanine nucleotide exchange factor 4 (EPAC2): primary screen; EPAC2 activation, biochemical qHTS; response scale: 100% = 6.5 mM cAMP response; Potency, µM (top dose mostly 154 µM), for inactives: at the highest dose activation, most hits filed as activators; 360,000 tested, 0.079% active; AID 720711, 2013; further: potency means the concentration at half of the fitted maximal effect; nearly all actives have a fitted effect of over 50% in size
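In this primary screen, activation is scored as increased exchange of BODIPY-GDP from Rap1B by 100 nM EPAC2, with 50 uM GDP as competitor. Signal is normalized to the 6.5 mM cAMP agonist control.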
Mm-Cpn inhibitor = Inhibitors of TCP-1 ring complex (TRiC) of Methanococcus maripaludis (MmCpn): qHTS. purified Mm-Cpn ATPase, ADP Transcreener TR-FRET. Potency, µM (highest dose often 76.9 µM), for inactives: at the top dose activity, negative = inhibition, actives largely listed as inhibitors. 330,000 tested, 0.031% active. AID 504842, 2011; further: potency means the concentration at half of the fitted maximal effect; on the % scale 0 is the no-effect control and ±100 the full control effect; nearly all actives have a fitted effect of over 80% in size
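ATPase turnover read by TR-FRET ADP competition (Eu cryptate antibody/ADP-d2, 665/590 nm): 10uM ATP final, 25nM Mm-CPN final, 30 min 37degC after 10-min compound preincubation, pH 7.4 Tris/KCl/MgCl2/DTT buffer.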
EPAC2 antagonist = qHTS for Antagonist of cAMP-regulated guanine nucleotide exchange factor 2 (EPAC2): primary screen. Rap guanine nucleotide exchange factor 4 (Homo sapiens), Q8WZA2. EPAC2 GEF exchange of Rap1B-BODIPY-GDP, fluorescence. Potency, µM (series often up to 114 µM), without a hit: at the highest dose activity, negative = inhibition, hits mostly inhibitors. 360,000 tested, 0.18% active; further: potency means the concentration at half of the fitted maximal effect; on the % scale 0 is the no-effect control and ±100 the full control effect; nearly all actives have a fitted effect of over 45% in size; many of its hits are not listed in these tables
Akt phos inh = HTS Assay for Inhibitors of Akt Phophorylation: Primary Screen; 360,000 tested, 0.32% active; activity change, % for hits at 50 µM; Neuro2A IGF-stimulated pAkt S473 HTRF, 20 min; stronger effect = lower value; in the data active means activity change below about -80%; inconclusive means mostly about -51% to -80%; further: on the % scale 0 is the no-effect control and ±100 the full control effect
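Neuro2A cells (4,500/well, DMEM with 0.5% FBS) were treated with compound at a single 50 µM final concentration, stimulated with 6 nM IGF for 20 min at 37 °C, and lysed. Phospho-Akt Ser473 was read by HTRF as 665/615 ratio ×10^4.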
DRD3 agonist = qHTS of D3 Dopamine Receptor Agonist: qHTS. D3R DiscoveRx beta-arrestin cells, luminescence, 90 min. max activation, %. 410,000 tested, 0.58% active. AID 652048, 2013; in the data active means max activation above about 30%; further: 0% is about no effect; mostly tested at two doses, the higher about 12 µM
Target sequence (P35462 whole entry, looked up): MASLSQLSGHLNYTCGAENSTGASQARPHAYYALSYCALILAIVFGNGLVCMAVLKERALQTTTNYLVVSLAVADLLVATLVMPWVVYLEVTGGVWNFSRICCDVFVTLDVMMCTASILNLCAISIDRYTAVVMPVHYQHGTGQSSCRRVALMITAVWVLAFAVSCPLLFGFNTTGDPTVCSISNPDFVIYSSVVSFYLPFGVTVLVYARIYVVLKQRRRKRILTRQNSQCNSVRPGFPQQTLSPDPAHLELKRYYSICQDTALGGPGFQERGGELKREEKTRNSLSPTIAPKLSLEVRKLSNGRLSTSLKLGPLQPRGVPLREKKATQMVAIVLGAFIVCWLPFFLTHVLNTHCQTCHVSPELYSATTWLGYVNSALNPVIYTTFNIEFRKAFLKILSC
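Agonist mode: compounds and dopamine controls were applied to plated cells for 90 min at 37 degrees C after an overnight attachment at 1500 cells/well. Luminescent read-out followed 30 - 60 minutes at room temperature with DiscoveRx detection reagent.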
D3 antag = qHTS of D3 Dopamine Receptor Antagonist: qHTS. D3R cells, DiscoveRx beta-arrestin luminescence, antagonist mode; stronger effect = lower value. max response, negative = inhibition, %. 360,000 tested, 2.5% active; in the data active means max response below about -50%; inconclusive means no clear call, values can overlap the other calls; further: on the % scale 0 is the no-effect control and ±100 the full control effect; mostly tested at two doses, the higher about 12 µM
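Cells expressing the human receptor were seeded at 1500 cells/well, incubated overnight at 37 degrees C in 5% CO2, then exposed to library compounds with dopamine controls for 90 minutes at 37 degrees C before luminescent detection.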
* = called active by the depositor; i = inactive; ? = inconclusive; . = not tested or not shown; & = joins results of further samples; [ ] = another dose, or the depositor's remark. Unless noted, the call rests on the fitted dose curve; in most records, active means well fitted curve in the direction sought with a large enough effect; inconclusive means small, poorly fitted or top-dose-only effect, or another doubt; inactive means no such curve, though single readings can be large; an effect the other way counts as inactive or inconclusive. Only part of the results is shown, so the mix of outcomes need not match the whole.

nr	Molecule	CCT chaperon mod	PTHR1 ag	EPAC2 ag	Mm-Cpn inhibitor	EPAC2 antagonist	Akt phos inh	DRD3 agonist	D3 antag
1	Cc1nnc2n(-c3ccccc3)c(=O)c3c4c(sc3n12)CCCC4	-0.4	27%	-9%	-6%	-1%	i	2	9
2	O=C(NCc1nnnn1-c1ccc(F)c(F)c1)c1cc2ccccc2o1	-2.0	-34%[inhibitor]	3%	-1%	0%	i	-8	13
3	COC(=O)c1ccc(N=Cc2c(-c3ccccc3)[nH][nH]c2=O)cc1	-0.8	i	0%	1%	-10%	i	-2	2
4	C/C(=N/NC(=O)c1cc(-c2cccc([N+](=O)[O-])c2)n[nH]1)c1cccc(O)c1	-0.7	i	10%	-1%	3%	i	-7	-17
5	Cn1c(CNC(=O)c2ccc(Cl)cc2)nnc1SCC(=O)Nc1sc2c(c1C#N)CCCC2	-2.4	i	0%	0%	-2%	i	-8	7
6	O=S(=O)(c1ccc(Cl)cc1)N1CCN(Cc2c[nH]c3ccccc23)CC1	0.0	-20%	6%	0%	20%	.	6	0
7	CC1CC1C(=O)OCC(=O)Nc1cccc(Br)c1 (configuration not stated)	-0.5	-9%	13%	2%	3%	i	2	-22
8	O=C(NNS(=O)(=O)c1ccc(F)cc1)c1cnccn1	2.4	i	6%	1%	2%	i	1	-1
9	Cc1ccc(-c2nnc(OCc3nc4ccccc4n3C)c3ccccc23)cc1	-0.1	i	6%	.	-21%	i	10	11
10	CCSC1=NCCN1C(=O)c1c(-c2ccccc2Cl)noc1C	-0.6	-9%	-5%	0%	6%	i	2	13
11	CC(C)(C)S(=O)(=O)N1Cc2ccc(CO)cc2[C@@H]1CCO	-0.2	-10%	-1%	.	9%	i	24	0
12	Cc1ccc(S(=O)(=O)CCN2CCC(O)(c3ccccc3)CC2)cc1	-0.1	i	0%	-1%	1%	i	0	27
13	COc1cc(/C=N/NC(=O)C(=O)NCc2ccco2)ccc1O	-4.0	i	6%	-2%	-5%	i	13	-9
14	COc1ccc2cc(C(=O)N3CCOCC3)sc(=O)c2c1OC	0.1	-7%	19%	1%	2%	i	-3	6
15	O=C(Nc1ccccc1)OCC1CCCO1 (configuration not stated)	-0.6	i	5%	.	6%	i	-5	-5
16	CCOC(=O)N1N=C(c2ccccc2)CC1(O)C(C)(F)F (configuration not stated)	-0.2	i	5%	-1%	5%	i	1	-17
17	O=C(CC1CCCCC1)N1CCC(c2nc(-c3ccc(S(=O)(=O)N4CCCC4)cc3)no2)CC1	-0.3	-17%[57.5 µM]	11%	1%	-6%	i	4	8
18	OC1CCN(Cc2cn(Cc3ccccc3)nc2-c2cc3ccccc3o2)CC1	1.2	-1%	2%	0%	-1%	i	-14	-11
19	CC(C)CCNC(=O)CN(C(=O)CCC(=O)Nc1ccccn1)c1ccc2c(c1)OCO2	1.1	i	-7%	-2%	-3%	i	7	-13
20	N#CC(C(=O)c1ccccc1Cl)=C1SCCCS1	-4.3	-27%	8%	2%	-1%	i	7	8
21	COC(=O)c1ccc2nc(-c3cccc(Cl)c3)c(CC3CCCCC3)n2c1	-1.2	i	13%	.	-29%	i	-2	5
22	CCc1ccc(NC(=O)CSc2ccc(-c3cccnc3)nn2)cc1	-0.8	-56%[inhibitor]	2%	-12%	?	i	-5	-14
23	O=C(Nc1nccs1)c1cc(S(=O)(=O)N2CCOCC2)ccc1Cl	-0.4	i	-1%	1%	3%	i	2	16
24	NS(=O)(=O)c1ccc(CNC(=O)/C=C/c2cccc([N+](=O)[O-])c2)cc1	-1.6	-1%	-1%	-1%	-5%	i	-1	-6
25	COc1ccc(NC(=O)Cc2cccc(F)c2)cc1S(=O)(=O)Nc1ccccc1Cl	0.2	-15%	8%	2%	-11%	i	2	-4
26	CN(c1cccc(NC(=O)CN2C(=O)c3ccccc3S2(=O)=O)c1)S(C)(=O)=O	-1.2	-11%	12%	1%	-3%	i	-7	-29
27	CN(C(=O)CCl)C1CCCc2ccccc21 (configuration not stated)	2.0	-29%	2%	-1%	-12%	i	-10	-25
28	C[N+]1(CC#CC(O)(c2ccccc2)c2ccccc2)CCCC1	0.9	i	4%	0%	3%	i	2	11
29	COc1ccc(N(CC(O)CN2C(=O)NC(C)(C)C2=O)S(=O)(=O)c2ccccc2)cc1 (configuration not stated)	2.0	i	-9%	-2%	13%[57.1 µM]	i	13	10
30	Cc1ccc(CN2CCN(Cc3cn[nH]c3-c3ccccc3)CC2CCO)o1 (configuration not stated)	-7.2	i	1%	2%	-1%	i	-9	1
31	Cc1cc(C(F)F)nn1CC(=O)NCc1ccccc1F	2.2	i	-1%	3%	-3%	i	-11	4
32	Cc1ccc(N/C(N)=N/c2nc(CSc3ccc(C)cc3)cc(=O)[nH]2)cc1	-0.1	i	-9%	2%	6%	i	7	1
33	CC(C)N(C(=O)[C@H]1C[C@H](CC(=O)NCc2cccc(C(F)(F)F)c2)C(=O)N2CCc3c([nH]c4ccc(Cl)cc34)[C@]12C)C(C)C	1.1	-7%	-8%	-2%	-15%	i	11	5
34	CC(C)(C)c1cc2nc(N)nc(N)n2n1	0.1	i	2%	2%	17%	i	10	8
35	CCOC(=O)CCCNC(=O)COC(=O)c1cc2ccccc2cc1O	1.3	i	5%	0%	-2%	i	1	-6
36	C[C@H]1NC(=O)[C@]2(C)[C@@H](c3ccccc3)[C@H]3COc4ccccc4[C@H]3N2C1=O	-16	28%	2%	.	6%	i	-18	-19
37	Cc1ncc([N+](=O)[O-])n1CC(=O)Nc1cc(Cl)ccc1Cl	0.5	-10%	-4%	2%	-1%	i	-1	1
38	CCn1c(SCC(=O)NC2CCCCC2)nnc1-c1cc2cccc(OC)c2o1	2.2	-81%[inhibitor]	-1%	-4%	6%	i	-1	-4
39	COCC(=O)NC1CCN(C(=O)Nc2ccc(Br)cc2)CC1	-5.6	-10%[57.5 µM]	8%	1%	-4%	i	0	-17
40	O=C1NC[C@H](CCCCN2CCN(CCc3ccccc3)C(=O)C2=O)N(CCc2ccc(O)cc2)C1=O	0.7	-6%	9%	.	9%	i	-4	0
41	CC(=O)N1CCc2cc(Br)cc(S(=O)(=O)N3CCCCC3)c21	2.3	-10%	6%	0%	-2%	i	-4	13
42	CC(=O)N1CCN(c2ccc(NCc3ccc(Br)o3)cc2)CC1	.	i	1%	-3%	1%	.	.	.
43	COc1ccc(C(=O)NNC(=O)c2ccccc2[N+](=O)[O-])cc1Br	-2.0	-17%	-1%	1%	4%	i	0	10
44	O=[N+]([O-])c1ccc(O)c(NC(=S)Nc2ccccc2)c1	-0.6	i	7%	-3%	3%	i	-7	-78*
45	Cc1ccccc1OCCOC(=O)c1nc2nccc(C)n2n1	1.2	i	1%	2%	5%	i	5	9
46	Cc1ccc(NC(=O)c2ccccc2Br)cc1S(=O)(=O)N(C)C	0.7	-5%	3%	-10%	3%	i	-19	-23
47	CCN(CC)S(=O)(=O)c1ccc(S(=O)(=O)N2CCN(C(=O)c3ccco3)CC2)cc1	-0.4	10%[57.5 µM]	-6%	0%	-1%	i	2	3
48	Cc1cccc(NC(=O)c2cccnc2Cl)n1	-1.6	-1%	0%	-3%	-3%	i	6	7
49	CC(=O)[C@@]1(O)CC[C@H]2[C@@H]3C[C@H](C)C4=CC(=O)C=C[C@]4(C)[C@@]3(F)[C@@H](O)C[C@@]21C	1.5	-20%	0%	3%	12%	i	6&7	0
50	Cc1[nH]c2ccc(OC(=O)N3CCOCC3)cc2c1C(=O)OC(C)C	-1.3	-11%	7%	0%	8%	i	13	14
51	Fc1ccc(CO/N=C/C2=C(Cl)c3ccccc3CC2)cc1	-5.5	i	7%	-1%	3%	i	-9	15
52	CCSc1nc(N2CCOCC2)c2c(c1C#N)CC(C)(C)N(C)C2	1.9	-20%	3%	-4%	0%	i	-6	-11
53	COc1cc(-c2noc(CCCC(=O)NCc3ccccc3)n2)cc(OC)c1OC	-3.6	i	9%	0%	-6%	.	-8	24
54	Cc1ccc(O)c(NC(=O)c2noc(C(C)C)c2[N+](=O)[O-])c1	-0.2	-44%[inhibitor]	7%	1%	-22%	i	-5	18
55	O=C(NCCN1CCOCC1)c1cc(-c2cccs2)on1	-2.3	i	6%	-5%	7%	i	-28	?
56	C#CCOCCOCCOCCNc1nc(N2CCN(C(=O)[C@H](CCCCN)n3cc([C@@H](N)[C@H](C)CC)nn3)CC2)nc(N2CCN(C(=O)[C@H](CCC(=O)O)n3cc([C@@H](N)CCCCN)nn3)CC2)n1	-0.7	-7%	-3%	2%	-7%	i	0	21
57	O=C(c1ccccc1Cl)N1CCN(S(=O)(=O)c2cccs2)CC1	0.6	-23%	-6%	1%	-1%	i	2	-2
58	Cc1ccc(S(=O)(=O)N(C)C)cc1NC(=O)CSc1nc2ncc(Cl)cc2[nH]1	-4.7	-36%[inhibitor]	1%	-1%	-24%	i	-23	-19
59	CCOC(=O)[C@]12CCCC=C1N(Cc1ccc(Cl)cc1Cl)C(=O)[C@H](CC(=O)NCc1cccc3ccccc13)C2	-2.1	i	14%	.	-2%	i	-6	-15
60	CCCC(CCC)C(=O)OC1C[C@H]2CC[C@@H](C1)[N+]2(C)C (some centres not stated)	0.3	i	2%	0%	0%	i	-15&3&1	6
61	CCN(CC)C(=S)SCC(=O)Nc1ccc(F)cc1	2.6	-1%	4%	0%	8%	i	5	5
62	COc1ccc(OC)c(NC(=O)c2ccc3c(c2)OCO3)c1	0.5	-6%	16%	1%	2%	i	-5	-12
63	COc1ccc(S(=O)(=O)Nc2ccccc2C)cc1C(=O)N1CCOCC1	-5.2	i	7%	4%	3%	i	-5	-18
